Source: PubChem BioAssay
bIAP inhibitor = bovine intestinal alkaline phosphatase inhibitors, primary screen, selectivity assay for TNAP inhibitor project, biochemical, bovine IAP, CDP-star luminescence. alkaline phosphatase, intestinal [Bos taurus]. purified bovine IAP, 30 min. inhibition, % at 20 µM. 190,000 tested, under 10 active. AID 1019, 2008;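 active means over 50% inhibition of intestinal alkaline phosphatase at 20 µM in the single-dose screen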
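test system = bovine IAP enzyme | medium = DEA buffer 100 mM, pH 9.8, with MgCl2 1.0 mM, ZnCl2 0.02 mM | detection = luminescence | dosing = single compound dose of 20 µM, 2% DMSO final | incubation = 30 min reaction at room temperature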
PPARg SRC-1 ag = PPARgamma agonists recruiting SRC-1 coactivator, primary screen, biochemical; activation, % at 8 µM; AID 631, 2007; PPARgamma-SRC-1 coactivator recruitment biochemical assay; Peroxisome proliferator-activated receptor gamma (Homo sapiens), P37231; 200,000 tested, 0.41% active; in the data active means activation above about 19%;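 further: 0% = DMSO and 100% = reference agonist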
Target sequence (P37231 whole entry, looked up): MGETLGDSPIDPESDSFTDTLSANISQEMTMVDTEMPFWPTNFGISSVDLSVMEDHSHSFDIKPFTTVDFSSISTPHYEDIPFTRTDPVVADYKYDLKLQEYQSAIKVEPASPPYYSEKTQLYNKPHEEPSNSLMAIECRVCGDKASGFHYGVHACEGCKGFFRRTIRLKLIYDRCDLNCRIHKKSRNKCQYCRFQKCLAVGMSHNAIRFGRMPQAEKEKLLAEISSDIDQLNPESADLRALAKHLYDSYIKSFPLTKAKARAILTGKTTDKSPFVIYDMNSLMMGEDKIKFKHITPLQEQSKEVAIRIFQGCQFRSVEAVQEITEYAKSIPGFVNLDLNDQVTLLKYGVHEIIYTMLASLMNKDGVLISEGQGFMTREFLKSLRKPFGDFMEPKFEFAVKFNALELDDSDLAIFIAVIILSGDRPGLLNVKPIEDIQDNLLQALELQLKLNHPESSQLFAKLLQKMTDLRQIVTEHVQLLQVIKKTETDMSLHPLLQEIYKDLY
TR-FRET SRC-2 ct = TR-FRET signal artefacts, primary screen, artefact control for PPARgamma SRC-2 agonist project, biochemical | AID 1049, 2008 | TR-FRET ratio at 8 µM | 200,000 tested, 0.4% active | TR-FRET artefact counter-screen; hits give high values; in the data active means TR-FRET ratio above about 2000; further: inactives centre near 1500
HMGR II inh = inhibitors of E. faecalis class II HMGR, primary screen, biochemical, Enterococcus faecalis; HMG-CoA reductase (Enterococcus faecalis, mvaE); purified E. faecalis HMGR, NADPH absorbance 340 nm kinetic; inhibition, % at 10 µM; 190,000 tested, 0.41% active; AID 1066, 2008;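 active means inhibition above a set limit, the median over all tested compounds plus 3 SD, cut at about 9.5% in these data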;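 further: enzyme runs in reverse so mevalonate oxidation gives rising NADPH absorbance; 0% = complete reaction with DMSO and 100% = background rate lacking mevalonate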
DTT redox prof = compounds producing H2O2 with reducing agent – biochemical, NIH compound library profiling, artefact control for MLSCN library redox annotation, primary screen | 200,000 tested, 0.03% active | activation, % at 10 µM | DTT-dependent redox cycling H2O2, phenol red/HRP absorbance; 100% = 100 µM peroxide control, 0% = buffer;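 active means activation of at least 50% relative to the plate's high and low controls in the primary single-dose screen; inactive means activation below 50%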;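 further: compound incubated with DTT at 0.8 mM final as the reducing agent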
PPARg SRC-2 ag = agonists of PPARg-SRC-2 recruitment, primary screen, biochemical, HTS | Peroxisome proliferator-activated receptor gamma (Homo sapiens), P37231 | PPARgamma LBD-SRC-2 recruitment | activation, % at 8 µM | 200,000 tested, 0.34% active | AID 1032, 2008; in the data active means activation above about 22%;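 further: 0% = vehicle and 100% = reference agonist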
RAM inhibit = inhibitors of the yeast RAM network, primary screen, dse1pr::URA3 reporter, 5-FOA selection | S. cerevisiae dse1pr::URA3 reporter, 5-FOA growth OD615, 2 d; analog-sensitive cbk1-as2 kinase mutant strain | inhibition, % at 50 µM | 190,000 tested, 1.8% active | AID 868, 2007;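 active means inhibition above a set limit, 3 SD over mean compound inhibition, cut at about 8.4% in these data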;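 further: 0% = DMSO-only wells with no growth and 100% = 10 µM 1-NA-PP1 full growth; inhibition rescues growth on 5-FOA so higher OD means more RAM inhibition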
S1P3 antagonist = S1P3 receptor antagonists, primary screen, cell-based | Sphingosine 1-phosphate receptor 3 (Homo sapiens), Q99500 | CHO S1P3 NFAT-BLA reporter, FRET fluorescence, antagonist mode | inhibition, % at 4.98 µM | 170,000 tested, 0.27% active | AID 485, 2006;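 active means inhibition above the plate cutoff, the mean inhibition of test wells on that plate plus 3 SD, cut at about 28% in these data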;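 further: cells challenged with S1P at its EC80 of 0.8 µM; blue over green emission ratio from cleaved BLA substrate after 4 h stimulation; 0% = S1P-stimulated wells and 100% = unstimulated DMSO-only wells; some compounds past the cut are filed as inactive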
Target sequence (Q99500 whole entry, looked up): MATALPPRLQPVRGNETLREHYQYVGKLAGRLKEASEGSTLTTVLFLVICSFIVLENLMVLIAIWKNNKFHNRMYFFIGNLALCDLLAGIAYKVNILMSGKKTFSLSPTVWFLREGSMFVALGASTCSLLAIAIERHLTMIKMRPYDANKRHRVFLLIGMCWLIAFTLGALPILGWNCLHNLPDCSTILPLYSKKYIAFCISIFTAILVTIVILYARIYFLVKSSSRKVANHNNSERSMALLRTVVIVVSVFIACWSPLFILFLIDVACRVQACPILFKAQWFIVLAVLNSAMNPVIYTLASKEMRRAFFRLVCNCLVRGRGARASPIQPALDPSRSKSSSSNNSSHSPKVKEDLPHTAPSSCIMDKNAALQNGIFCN
ROMK primary = ROMK potassium channel modulators, primary screen, cell-based, thallium flux, MLSMR library; Tet-inducible ROMK, thallium flux fluorescence; actives lie on both sides; B-score at 10 µM; 130,000 tested, 2% active; AID 1918, 2009;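 active means signal ratio slope over the read window, or its plate-corrected B-score, at least 3 SD from the plate mean, either direction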;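 further: B-score of the F/F0 ratio slope over 7 to 12 s after thallium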
PPARg SRC3 recr = PPARgamma agonists recruiting SRC-3 coactivator, primary screen, biochemical | Peroxisome proliferator-activated receptor gamma (Homo sapiens), P37231 | biochemical PPARgamma/SRC-3 coactivator recruitment assay | activation, % at 8 µM | 200,000 tested, 0.26% active | AID 731, 2007; in the data active means activation above about 23%;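 further: 0% = DMSO and 100% = reference agonist; some compounds past the cut are filed as inactive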
Lmaj promast = Leishmania major promastigote growth inhibition, primary screen; Leishmania major promastigotes, resazurin fluorescence viability; inhibition, % at 10 µM; 200,000 tested, 9% active; AID 1063, 2008; in the data active means inhibition above about 50%;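 further: promastigotes grown with compound for 44 hours at 28 °C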
Active calls of the source: *; · = no result given.

SMILES | bIAP inhibitor | PPARg SRC-1 ag | TR-FRET SRC-2 ct | HMGR II inh | DTT redox prof | PPARg SRC-2 ag | RAM inhibit | S1P3 antagonist | ROMK primary | PPARg SRC3 recr | Lmaj promast
O=C(OCC(=O)N1CCN(C(=O)COC(=O)c2ccncc2)CC1)c1ccncc1 | -4 | 0 | 1635 | -1 | 0.3 | 3 | 1.2 | -19 | · | -3 | -5
Cc1cc(NC(=O)CCCC(=O)Nc2ccc(F)cc2)no1 | 13 | 2 | 1632 | 1 | 0.6 | -4 | 0.5 | -7 | · | 1 | 3
O=C(CCC1CCCN(C(=O)C2=CCCCC2)C1)N1CCN(c2ccccn2)CC1 (centres undefined) | -7 | 25* | 1611 | 4 | -1.3 | -3 | 2.4 | 9 | -0.13 | 3 | -4
COC(=O)c1c(NC(=O)c2ccco2)sc(C(=O)Nc2ccc(F)cc2)c1C | 3 | 1 | 1590 | -2 | 1.2 | 3 | 2.9 | 24 | · | 1 | 5
CN(C)c1ccc(/C=N/NC(=O)c2ccnn2C)cc1 | -6 | 12 | 1737 | -3 | 0.1 | 4 | -0.6 | -4 | 0.7 | 5 | 0
CC(CC(=O)Nc1ccc(F)c([N+](=O)[O-])c1)c1ccccc1 (centres undefined) | -8 | -2 | 1571 | -2 | 1.0 | 1 | 0.7 | 10 | -0.38 | 0 | 4
CS(=O)(=O)N1CCC(C(=O)Nc2ccc(Cl)c(Cl)c2)CC1 | -22 | 6 | 1569 | -13 | -0.6 | 4 | 1.4 | -12 | -1.2 | -2 | 11
O=C(CSc1nnc2ccc(-c3ccc(F)cc3)nn12)N1CCCC1 | -10 | 11 | 1608 | -3 | -1.0 | 8 | 2.3 | 5 | 0.0025 | -2 | 8
Cc1cc(=O)n2c3c(cccc13)CCC2 | 4 | 1 | 1522 | 0 | 0.0 | -2 | 1.2 | 5 | -0.26 | -3 | 25
Nn1c(SCC(=O)N2CCOCC2)nnc1-c1ccco1 | 4 | 1 | 1558 | 1 | 3.0 | 0 | 0.9 | · | · | 15 | -5
CCCC(=O)Nc1ccc(-c2nc3cc(C)c(C)cc3o2)c(O)c1 | -27 | 8 | 1331 | -3 | 2.4 | 0 | 3.2 | 10 | · | 2 | -10
O=C(COc1ccc(C(=S)N2CCOCC2)cc1)Nc1ccccc1C(F)(F)F | 1 | 5 | 1698 | -5 | -1.5 | 7 | 3.3 | 1 | -1.3 | 4 | -4

The closing 5 records of the part before come first, to join the parts:
SMILES | bIAP inhibitor | PPARg SRC-1 ag | TR-FRET SRC-2 ct | HMGR II inh | DTT redox prof | PPARg SRC-2 ag | RAM inhibit | S1P3 antagonist | ROMK primary | PPARg SRC3 recr | Lmaj promast
O=C(CSc1nnc2ccc(-c3ccc(F)cc3)nn12)N1CCCC1 | -10 | 11 | 1608 | -3 | -1.0 | 8 | 2.3 | 5 | 0.0025 | -2 | 8
Cc1cc(=O)n2c3c(cccc13)CCC2 | 4 | 1 | 1522 | 0 | 0.0 | -2 | 1.2 | 5 | -0.26 | -3 | 25
Nn1c(SCC(=O)N2CCOCC2)nnc1-c1ccco1 | 4 | 1 | 1558 | 1 | 3.0 | 0 | 0.9 | · | · | 15 | -5
CCCC(=O)Nc1ccc(-c2nc3cc(C)c(C)cc3o2)c(O)c1 | -27 | 8 | 1331 | -3 | 2.4 | 0 | 3.2 | 10 | · | 2 | -10
O=C(COc1ccc(C(=S)N2CCOCC2)cc1)Nc1ccccc1C(F)(F)F | 1 | 5 | 1698 | -5 | -1.5 | 7 | 3.3 | 1 | -1.3 | 4 | -4
CCCc1nc2sc3c(=O)n(N)cnc3c2c2c1COC(C)(C)C2 | 6 | 3 | 1404 | -6 | 0.6 | 3 | 4.2 | -7 | · | 1 | 4
COCCCNC(=O)c1ccc([N+](=O)[O-])cc1 | 8 | 5 | 1643 | -2 | -0.5 | 5 | -0.1 | -10 | 1.9 | 4 | -7
O=C1NC(c2ccccn2)Nc2sc3c(c21)CCC3 (centres undefined) | -2 | 18 | 1761 | -8 | 0.0 | 5 | -0.3 | -3 | -2.7 | 11 | 0
CCOc1ccccc1CNS(=O)(=O)c1ccc2c(c1)oc(=O)n2C | 1 | 4 | 1534 | -6 | -2.5 | -2 | 0.2 | -29 | · | 0 | 3
O=C(Cn1nc(-c2cccc([N+](=O)[O-])c2)c2ccccc2c1=O)NCC1CCCO1 (centres undefined) | -11 | 1 | 1412 | 1 | 0.5 | 0 | 1.8 | -2 | 0.3 | 1 | 2
CCc1nnc(NC(=O)c2cccc(NC(=O)C(C)C)c2)s1 | 5 | 8 | 1706 | -7 | 0.8 | 13 | 1.9 | · | · | 3 | 20
O=C(NCc1ccccc1)C1=C[C@H](C2CCCCC2)C[C@H](OCc2ccc(CO)cc2)O1 | 7 | -2 | 1430 | -6 | 0.3 | -7 | 11* | -4 | · | 1 | 22
CO/N=C/c1ccc(Sc2ccccc2)c([N+](=O)[O-])c1 | · | 8 | 1524 | -7 | 0.3 | 6 | 1.3 | · | 0.53 | -1 | 3
CCOc1ccc(NC(=O)c2ccccc2NS(=O)(=O)c2ccc(F)cc2)c([N+](=O)[O-])c1 | 0 | 2 | 1714 | -2 | -0.5 | -2 | 10* | -4 | -1.4 | 1 | 71*
O=C(NCCc1c[nH]c2ccccc12)C(=O)NCC(c1cccnc1)N1CCN(c2ccccc2)CC1 (centres undefined) | 0 | 1 | 1586 | -2 | -0.1 | 7 | 2.5 | -4 | -0.41 | 1 | 100*
Cc1ccc(Sc2c(O)c3ccccc3n(C)c2=O)cc1 | -8 | 24* | 2048* | -4 | -0.3 | 26* | 1.1 | -18 | 1.4 | 16 | -3
O=C(NCCCN1CCOCC1)C1(c2ccccc2)CCOCC1 | -6 | -1 | 1663 | -2 | 0.7 | 2 | 0.9 | · | 0.27 | -3 | -6
CCC(Oc1ccccc1)C(=O)N1CCN(C(=O)C(CC)Oc2ccccc2)CC1 (centres undefined) | -13 | 0 | 1472 | -8 | 0.1 | 0 | -1.0 | · | -0.37 | -5 | 14
Cc1nn(Cc2ccc(F)cc2)c(C)c1NC(=O)c1cccnc1Cl | -13 | -14 | 1486 | -6 | 0.1 | 0 | -1.0 | 4 | · | -3 | -5
Nc1cccc2[nH]c(C(F)(F)F)nc12 | -13 | 0 | 1612 | -4 | 0.1 | 3 | 1.4 | -19 | -0.71 | 0 | 1
CCCCn1c(CCC)nc([N+](=O)[O-])c1Sc1ccc(Cl)cn1 | -2 | -3 | 1423 | -14 | 1.4 | 4 | 2.3 | · | -0.46 | 5 | 75*
Cc1ccc(C(=O)Nc2ccnc(-c3cccnc3)n2)cc1 | 2 | -1 | 1559 | -2 | -0.2 | 8 | 2.2 | -12 | 4.6* | 3 | -4
NS(=O)(=O)c1ccc(NCc2cc(Cl)ccc2OCc2ccccc2F)cc1 | 12 | 2 | 1664 | -1 | -7.7 | 4 | 5.7 | · | · | 1 | 28
CC(C)C(NS(=O)(=O)c1c(Cl)cccc1Cl)C(=O)OCC(=O)c1c[nH]c2ccccc12 (centres undefined) | 10 | -5 | 1346 | -2 | -0.2 | 1 | 2.4 | 1 | -1.1 | -5 | 44
N#Cc1cc(C(=O)c2cc(F)ccc2O)cn(-c2nccs2)c1=O | 8 | 7 | 1547 | 0 | -0.4 | -1 | 1.2 | -3 | -5* | 5 | -12
CCOC(=O)N1CCN(C(=O)CSc2ccc(Cl)cc2)CC1 | -5 | 4 | 1712 | 3 | -0.5 | -3 | -0.4 | 6 | -2.1 | 15 | -6
COc1ccc(C2C(C(C)=O)=C(O)C(=O)N2c2nc3ccccc3s2)cc1OC (centres undefined) | -20 | 5 | 1810 | -3 | -0.3 | 16 | 3.3 | -7 | -0.38 | 9 | -2
Nn1cc(-c2ccccc2)nc1SCC(=O)NCC(F)(F)F | -5 | 6 | 1549 | 0 | 0.3 | 1 | -0.4 | -5 | 0.016 | -5 | -2
O=C(Nc1nc2ccc(Cl)cc2s1)[C@@H]1CCCN1C(=O)c1cccs1 | -30 | 2 | 1547 | 1 | 0.0 | -7 | 1.1 | 21 | -0.26 | -4 | -9
CC12Cc3ccc4ccccc4c3C=C1C[N+](C)(C)C2 (centres undefined) | 24 | 1 | 1760 | -6 | 0.2 | 7 | 0.5 | · | -0.03 | 1 | -5
CC1CCCN(C(=O)CSc2nnc(-c3ccncc3)n2C)C1 (centres undefined) | -6 | -1 | 1585 | -1 | -0.1 | -4 | 1.2 | -3 | 0.7 | -3 | -4
Cn1c(SCC(=O)NC2CCCCC2)nnc1-c1ccc(N)cc1 | -2 | -4 | 1488 | -3 | -1.4 | -5 | 0.4 | 11 | -0.13 | -1 | -1
O=C(CCC(=O)OCC(=O)c1ccc(Br)cc1)NC1CCCCC1 | 18 | -4 | 1565 | -9 | 0.0 | 2 | 3.0 | · | -0.027 | -11 | -11
Cc1cc(-c2[nH]nc3c2C(c2ccc(Cl)cc2)C(C#N)=C(N)O3)c(C)s1 (centres undefined) | 13 | 4 | 1596 | -5 | 0.8 | 1 | -0.1 | · | -1.3 | -9 | 4
Cc1cc(C(=O)NNC(=S)NC(C)c2ccccc2)c2ccccc2n1 (centres undefined) | -32 | 1 | 1290 | -6 | 3.2 | 2 | 2.7 | · | · | 1 | -2
CCc1cc2c(SCC(=O)C(C#N)=C3N(C)c4ccccc4N3C)ncnc2s1 | -4 | 2 | 1530 | -5 | 0.1 | 2 | 9.0* | -6 | -1.2 | 14 | -2
Cc1ccc(S(=O)(=O)/C(=C\N(C)C)c2cnc(Cl)s2)cc1 | 13 | 4 | 1734 | -2 | -0.9 | 11 | 1.2 | -10 | 0.61 | 4 | 1

An unsorted share of the library (roughly 13% active in at least one column).
